Source: PubChem
Pol beta inh – inhibitors of human DNA polymerase beta. P06746. Pol beta primer extension/strand displacement, fluorescence kinetic. 340,000 compounds, 1.3% hits. Potency, µM (doses to about 114 µM), without a hit: top-dose activity change, negative = inhibition, usual class: inhibitors; note: % is set by controls: 0 for no effect and ±100 for the full control effect
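Preincubation: enzyme (10 nM) with compound, 15 min, RT. Reaction: substrate added to 50 nM final. Reads: 0 and 10 min. Analysis: normalized, Hill fit.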
BAZ2B inh – blocks human BAZ2B; Q9UIF8; AlphaScreen BAZ2B-H3K14Ac peptide displacement; Potency, µM (series often up to 114 µM), for inactives: top-dose activity change, negative = inhibition, usual class: inhibitors; 360,000 compounds, 4.4% hits; AID 504333; note: % is set by controls: 0 for no effect and ±100 for the full control effect; nearly all actives have a fitted effect of over 60% in size
Target sequence (Q9UIF8 whole entry, looked up): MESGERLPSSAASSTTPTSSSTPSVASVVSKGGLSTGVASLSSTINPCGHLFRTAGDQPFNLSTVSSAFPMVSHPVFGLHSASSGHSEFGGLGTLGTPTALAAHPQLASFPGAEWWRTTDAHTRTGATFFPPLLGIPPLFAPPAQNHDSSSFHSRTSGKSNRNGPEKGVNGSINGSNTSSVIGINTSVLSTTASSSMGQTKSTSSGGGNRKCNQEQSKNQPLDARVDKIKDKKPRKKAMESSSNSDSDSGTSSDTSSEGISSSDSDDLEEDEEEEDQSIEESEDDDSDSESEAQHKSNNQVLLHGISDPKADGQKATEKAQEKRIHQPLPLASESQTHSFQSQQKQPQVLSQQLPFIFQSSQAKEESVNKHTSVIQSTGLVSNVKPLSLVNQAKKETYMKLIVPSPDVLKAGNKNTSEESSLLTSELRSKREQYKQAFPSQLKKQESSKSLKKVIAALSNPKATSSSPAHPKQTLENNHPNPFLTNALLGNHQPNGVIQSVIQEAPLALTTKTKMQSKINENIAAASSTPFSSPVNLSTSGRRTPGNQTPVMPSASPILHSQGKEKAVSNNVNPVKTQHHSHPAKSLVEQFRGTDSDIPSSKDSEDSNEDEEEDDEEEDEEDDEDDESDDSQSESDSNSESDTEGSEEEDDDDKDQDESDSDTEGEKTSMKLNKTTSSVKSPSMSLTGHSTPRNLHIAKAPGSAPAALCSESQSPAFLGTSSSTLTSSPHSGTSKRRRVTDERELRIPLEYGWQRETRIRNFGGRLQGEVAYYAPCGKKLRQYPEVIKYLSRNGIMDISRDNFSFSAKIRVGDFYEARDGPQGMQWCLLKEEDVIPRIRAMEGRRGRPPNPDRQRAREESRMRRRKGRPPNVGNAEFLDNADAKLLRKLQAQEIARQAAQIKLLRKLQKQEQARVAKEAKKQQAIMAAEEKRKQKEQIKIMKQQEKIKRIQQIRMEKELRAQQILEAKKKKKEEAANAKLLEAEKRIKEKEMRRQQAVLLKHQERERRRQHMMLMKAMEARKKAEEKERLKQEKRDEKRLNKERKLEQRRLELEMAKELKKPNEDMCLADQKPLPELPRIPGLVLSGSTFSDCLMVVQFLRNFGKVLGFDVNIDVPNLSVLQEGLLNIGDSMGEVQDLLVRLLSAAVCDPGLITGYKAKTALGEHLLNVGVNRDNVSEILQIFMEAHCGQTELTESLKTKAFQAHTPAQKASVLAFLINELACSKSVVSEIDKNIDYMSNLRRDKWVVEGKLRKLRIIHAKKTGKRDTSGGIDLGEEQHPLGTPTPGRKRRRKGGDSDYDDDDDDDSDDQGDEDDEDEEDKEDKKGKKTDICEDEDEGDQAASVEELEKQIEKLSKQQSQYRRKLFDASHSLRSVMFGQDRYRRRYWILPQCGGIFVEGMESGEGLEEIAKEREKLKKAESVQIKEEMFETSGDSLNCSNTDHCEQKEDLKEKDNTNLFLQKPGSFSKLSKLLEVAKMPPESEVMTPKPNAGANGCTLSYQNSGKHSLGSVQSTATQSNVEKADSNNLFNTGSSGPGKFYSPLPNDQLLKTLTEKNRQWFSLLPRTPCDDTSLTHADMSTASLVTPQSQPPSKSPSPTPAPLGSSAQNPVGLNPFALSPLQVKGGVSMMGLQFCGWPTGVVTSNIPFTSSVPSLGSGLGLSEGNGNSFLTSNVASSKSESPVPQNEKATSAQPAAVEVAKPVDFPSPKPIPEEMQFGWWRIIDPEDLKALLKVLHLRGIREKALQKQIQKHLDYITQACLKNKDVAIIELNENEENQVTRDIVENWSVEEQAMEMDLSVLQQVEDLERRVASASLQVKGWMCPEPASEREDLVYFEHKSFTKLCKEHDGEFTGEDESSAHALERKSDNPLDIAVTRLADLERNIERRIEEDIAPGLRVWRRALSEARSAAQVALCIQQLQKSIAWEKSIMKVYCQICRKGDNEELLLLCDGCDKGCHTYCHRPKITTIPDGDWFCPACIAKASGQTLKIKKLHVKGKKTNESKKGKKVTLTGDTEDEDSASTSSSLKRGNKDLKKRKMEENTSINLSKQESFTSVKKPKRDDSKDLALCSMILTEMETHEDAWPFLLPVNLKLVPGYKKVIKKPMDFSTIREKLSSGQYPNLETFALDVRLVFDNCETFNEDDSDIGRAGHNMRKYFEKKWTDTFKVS
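Compounds, titrated to a top concentration of 110 uM, were incubated 30 min at room temperature with preformed BAZ2B/acetyl-K14 H3 peptide complex (50 nM each). Proximity signal was measured by AlphaScreen after 20 min with beads.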
Apoferritin bind – candidate novel general anesthetic via apoferritin binding. Potency, µM (titrated, usually from 77.5 µM), inactives show at the highest dose activity change, negative = displacement, usual class: inhibitors. P02791. apoferritin/1-aminoanthracene competitive binding, fluorescence. 350,000 compounds, 0.074% hits; note: % is set by controls: 0 for no effect and ±100 for the full control effect; nearly all actives have a fitted effect of over 20% in size
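In PBS, apoferritin at 10 uM is loaded with 1-AMA from a 50% saturated solution. After 10 min of compound exposure at ambient temperature, reduced 535 nm fluorescence indicates probe displacement.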
Pol iota inh – blocks human DNA polymerase iota activity; Q9UNA4; Potency, µM (series often up to 115 µM), inactives show at the top dose activity, negative = inhibition, actives largely listed as inhibitors; Pol iota fluorescent replication assay, 10 min; 390,000 compounds, 1% hits
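Fluorescent replication assay read twice, at 0 min and 10 min after adding 50 nM (final) substrate. Enzyme (10 nM) and compounds were first incubated 15 min at room temperature; enzyme-free buffer wells were negative controls.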
BLM helicase inh – inhibitors of human Bloom syndrome helicase BLM | AID 2528 | Potency, µM (top dose mostly 56.1 µM), for inactives: top-dose activity change, negative = inhibition, actives largely listed as inhibitors | 350,000 compounds, 0.2% hits | P54132 | recombinant BLM DNA unwinding, fluorescence dequenching;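 note: plate controls were vehicle for no effect and no enzyme for full effect; nearly all actives have a fitted effect of over 35% in size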
POLK inh – blocks human DNA polymerase kappa activity; Q9UBT6; purified Pol kappa, fluorescent DNA synthesis assay, 10 min; Potency, µM (doses to about 107 µM), for inactives: top-dose activity, negative = inhibition, most hits filed as inhibitors; 400,000 compounds, 0.53% hits; note: % is set by controls: 0 for no effect and ±100 for the full control effect
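Fluorescent qHTS in 1536-well format: enzyme (10 nM) and compound sat 15 min at room temperature before 50 nM substrate (final) was added. Signal taken at 0 and 10 min; no-enzyme buffer wells were negative controls.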
G9a inh – blocks human histone lysine methyltransferase G9a | 350,000 compounds, 8.8% hits | Potency, µM (series often up to 102 µM), for inactives: top-dose activity, negative = inhibition, most hits filed as inhibitors | G9a H3K9 monomethylation, AlphaScreen, 2 h | Q96KQ7; note: % is set by controls: 0 for no effect and ±100 for the full control effect; nearly all actives have a fitted effect of over 75% in size
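Using a bead-based AlphaScreen, monomethylated H3K9 product from 2 h room-temperature reactions (G9a 20 nM, peptide 500 nM, SAM 20 uM) was detected with 0.5 ug/mL rabbit anti-H3K9me1 antibody.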
APE1 inh – APE1 (human) endonuclease inhibition; 350,000 compounds, 0.35% hits; Potency, µM (titrated, usually from 65.8 µM), without a hit: at the top dose activity change, negative = inhibition, usual class: inhibitors; recombinant APE1, TAMRA/BHQ-2 abasic DNA cleavage fluorescence; AID 2517;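 note: plate controls were vehicle for no effect and reference inhibitor for full effect; nearly all actives have a fitted effect of over 55% in size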
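Quantitative HTS: incision of a TAMRA/BHQ-2 double-stranded substrate bearing a tetrahydrofuran abasic site by 0.75 nM APE1 raises fluorescence. Substrate 50 nM final, added after 15 min compound preincubation at room temperature; progress as third-minus-first kinetic read difference.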
POLH inh – blocks human DNA polymerase eta activity | AID 588591 | Potency, µM (series often up to 114 µM), for the others: at the highest dose activity change, negative = inhibition, most hits filed as inhibitors | 390,000 compounds, 1.2% hits | Q9Y253 | recombinant Pol eta, fluorescent DNA replication assay; note: % is set by controls: 0 for no effect and ±100 for the full control effect
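Pol eta (10 nM) was preincubated with compounds for 15 min at room temperature, after which fluorescent replication substrate (50 nM final) was added to start the reaction. Fluorescence was read kinetically at 0 and 10 min.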
Starred values were filed as active, the others as inactive; ? = inconclusive; . = no result given; & = joins results of further samples; [ ] = remark or other dose. Calls come from the whole dose curve; as a rule, active = well fitted curve in the direction sought with a large enough effect; inconclusive = small, poorly fitted or top-dose-only effect, or another doubt; inactive = no such curve, though single readings can be large; an effect the other way counts as inactive or inconclusive. Potency is the fitted concentration of half-maximal effect.

Each structure is followed by: Pol beta inh, BAZ2B inh, Apoferritin bind, Pol iota inh, BLM helicase inh, POLK inh, G9a inh, APE1 inh, POLH inh
> N#Cc1ccccc1NC(=O)Nc1cccc(Cl)c1
  48%, 11%, 6%, -5%, 4%, -7%, 14%[59 µM], 8%, -15%
> COc1ccc(CNCCc2ccccc2)cc1OCC(N)=O
  32%, 1%, -12%, -2%, 0%, 2%, ., 16%, -12%
> CCOc1ccc(CN2CCN(S(=O)(=O)c3ccc(Cl)cc3)CC2)cc1
  5%, -1%, 50%[activator], 16%, -13%, -9%, 2.2µM*, ., -13%
> CC(C)CCN1C(=O)CCC1(C)C(=O)NC1CCCCCC1 (stereo unspecified)
  16%, -4%, -12%, 4%[58.9 µM], 0%, 5%, 2%, -4%, -10%
> Cc1ccc(CNC(=O)c2c(-c3ccccc3)noc2C)cc1
  -1%, -2%, -4%, 60%[activator], -2%, 1%, -7%, 6%, -19%
> Cn1nc(C(=O)OCC(=O)Nc2cc(Cl)ccc2C#N)c2ccccc2c1=O
  ., -2%, ., 34%[activator], ., 3%, 6%[12.7 µM], 28%, -14%
> COc1cccc(-c2cc(CC3(O)CCN(CCCc4ccccc4)CC3)on2)c1
  -3%, -33%, -9%, -10%, 3%, -3%, 27%, 55%[activator], -9%
> CC1=C(C(=O)OC(C)C)C(c2ccc(C)o2)C(C(=O)OC(C)C)=C(C)N1
  12%, -23%, -8%, -29%, -17%, -14%, 9%[12.7 µM], -12%, -13%
> CCOC(=O)C1CCN(C(=O)c2cccc(C(=O)N3CCC(C(=O)OCC)CC3)c2)CC1
  1%, 1%, -14%, -25%, 4%, -5%, 3%, -2%, -7%
> Cc1cnc(C(=O)OCC(=O)Nc2cc(S(=O)(=O)N3CCOCC3)ccc2Cl)cn1
  ., ., ., 11%, ., -5%, ., 21%, ?
> COc1ccccc1C(=O)N/C(=C\c1cn(S(=O)(=O)N(C)C)c2ccccc12)C(=O)NCCCN1CCOCC1
  2%, -5%, -21%, -5%, -4%, 10%, 8%, 11%, -21%
> CCC(=O)OCC(=O)C1(OC(=O)CC)[C@H](C)C[C@H]2[C@H]3[C@H]([C@@H](O)C[C@@]21C)[C@@]1(C)C=CC(=O)C=C1C[C@H]3Cl (stereo partly specified)
  ., 0%, ., ?, ., -20%, -26%[59 µM], 4%, -7%
> COc1ccc(S(=O)(=O)N(Cc2cccs2)C2CCCC2)cc1
  13%, 116%[activator], 120%[activator], -10%, 2%, -18%, 68%[activator][59 µM], -8%, -9%
> Cc1cc(C(=O)Nc2ccc(Cl)cc2)c2c(C)nn(-c3ccccc3)c2n1
  2%, 5%, -9%, -17%, 3%, -3%[60.1 µM], 0%[59 µM], ., -18%
> O=C(CCN1C(=O)/C(=C/c2ccc(Cl)cc2)SC1=S)NCCCn1ccnc1
  ?, 40µM*, ?, 0%, -7%, -9%, ?, 32%, -3%
> Cc1cc(C)cc(N(CC(=O)N2CCCCCC2)S(C)(=O)=O)c1
  -1%, 1%, -14%, 23%, 1%, -4%, 7%, 13%, -2%
> CCC(=O)NC(c1cccs1)c1ccc2cccnc2c1O (stereo unspecified)
  25%, 25µM*, -1%, 29%, -9%, 10%, ., 10%, -15%
> Cc1cccc2c(=O)c(Br)c(C)n(Cc3ccccc3)c12
  -18%, -7%, -2%, 16%, -1%, -14%, ., 3%, 1%
> CCC1=NN(C(=O)Cc2ccc([N+](=O)[O-])cc2)C(O)(c2ccncc2)C1 (stereo unspecified)
  -21%, -23%, -6%, 80%[activator], 1%, 2%, -4%, 0%, -11%
> Cc1ccc(C2C3C(=O)N(c4ccccc4)C(=O)C3N3CCCN23)cc1 (stereo unspecified)
  32%, 3%, -2%, 0%, -4%, 1%, ., 16%, -15%
> Cc1cc(C)c2oc(C(=O)Nc3ccc(S(=O)(=O)N4CCCCCC4)cc3)cc(=O)c2c1
  5%, -12%, 0%, 6%, 2%, 14%, -2%[59 µM], ., -10%
> S=c1[nH]ncn1/N=C/c1ccccc1
  0%, -8%, -8%, 0%, 3%, -10%, 26%[2.33 µM], -1%, -5%
> CC1=CC(C)(C)Nc2ccc(OC(=O)c3ccco3)cc21
  1%, 50µM*, ?, 15%, -6%, -21%, ?, 9%, 0%
> N#Cc1ccc(N2CCc3ccccc3C2)c([N+](=O)[O-])c1
  -1%, ?, ?, 88%[activator], -2%, -3%, ?, 1%, -23%
> Cc1cccc(NS(=O)(=O)c2ccc(C(=O)NCC(c3ccco3)N(C)C)cc2)c1C (stereo unspecified)
  22%, ?, -6%, ?, -3%, -33%, ., 4%, 12%
> O=S(=O)(c1ccccc1)N1N=C(c2ccc(O)cc2)CC1c1ccco1 (stereo unspecified)
  30%, ?, -18%, -1%, -8%, 6%, ., -12%, -15%
> Cc1ccc(CCSCC(=O)O)cn1
  0%, 8%, 2%, 5%, -6%, 0%, 22%[59 µM], 3%, -19%
> CC(NC(=O)c1ccccc1NS(C)(=O)=O)c1ccccc1 (stereo unspecified)
  -1%, -4%, -1%, -1%, 3%, -9%, 4%[12.7 µM], 0%, -15%
> CCCN1CCC(N2CCN(c3cccc(C(F)(F)F)c3)CC2)CC1
  -3%, -38%, 0%, ?, 5%, -3%, ?, -2%, -10%
> COc1cccc(Cn2c(=O)n(CCc3ccccc3)c(=O)c3c2c2cc(OC)ccc2n3C)c1
  3%, 0%, 37%[activator], 12%, -5%, -7%, ?, ., -25%
> O=C(N/N=C/c1cccnc1)C(O)(c1ccccc1)c1ccccc1
  -8%, -2%, -12%, 19%, 1%, -18%, 2%[59 µM], -3%, -12%
> O=S1(=O)CCC(NC2CCCC2)C1 (stereo unspecified)
  54%, 2%, 13%, 123%[activator], -1%, -2%, 10%, -7%, -6%
> CCCNC(=O)CN1CCN(S(=O)(=O)c2ccc(Br)s2)CC1
  ., 3%, ., 0%, ., -16%, -13%[2.33 µM], 32%, -4%
> CCOCCCNC(=O)Cn1cnc2c(cnn2-c2ccc(F)cc2)c1=O
  -22%, -1%, -12%, 17%, -3%, 8%, 3%, 6%, -3%
> O=C(O)c1ccc(-c2nnn(Cc3cccc(C(F)(F)F)c3)n2)cc1
  1%, 2%, -4%, -12%, -2%, 5%, 8%, -4%, -1%
> CCOC(=O)C(C(=O)c1ccccc1)C1CC(C)NC(=S)N1 (stereo unspecified)
  -7%, 3%, 1%, 26%, 2%, -6%, -19%[59 µM], 2%, -14%
> CS(=O)(=O)Nc1ccc2[nH]c(=O)[nH]c2c1
  5%, -10%, 5%, 35%[activator], -5%, 2%, 8%, -4%, -23%
> CN(C)c1ccc(/C=C/C(=O)c2ccc(O)cc2)cc1[N+](=O)[O-]
  24%, ?, -10%, ?, -7%, 0%, ?, 2%, -23%
> CCc1ccc(C(=O)OCC(=O)N(CCOC)c2c(N)n(Cc3ccccc3)c(=O)[nH]c2=O)cc1
  ., 4%, ., 25%, ., -1%, 1%, 16%, -19%
> O=C(/C=C/c1ccc([N+](=O)[O-])cc1)NCCSCc1ccco1
  12%, ?, -8%, -1%, -7%, -16%, 4%[59 µM], -8%, -13%

One compound at a time (already shown).
`CCOC(=O)C(C(=O)c1ccccc1)C1CC(C)NC(=S)N1` (stereo unspecified) is listed as Pol beta inh: -7%; BAZ2B inh: 3%; Apoferritin bind: 1%; Pol iota inh: 26%; BLM helicase inh: 2%; POLK inh: -6%; G9a inh: -19%[59 µM]; APE1 inh: 2%; POLH inh: -14%
`CN(C)c1ccc(/C=C/C(=O)c2ccc(O)cc2)cc1[N+](=O)[O-]` is listed as Pol beta inh: 24%; BAZ2B inh: ?; Apoferritin bind: -10%; Pol iota inh: ?; BLM helicase inh: -7%; POLK inh: 0%; G9a inh: ?; APE1 inh: 2%; POLH inh: -23%

New compounds follow:
Each structure is followed by: Pol beta inh, BAZ2B inh, Apoferritin bind, Pol iota inh, BLM helicase inh, POLK inh, G9a inh, APE1 inh, POLH inh
> COC(=O)N/N=C\c1ccc(OC/C=C/c2ccccc2)c(OC)c1
  40%, -24%, -17%, 23%, -1%, -6%, 73%[activator], 33%, -15%
> CCc1cc(C(=O)N2CCCC(Nc3ccc(F)c(F)c3)C2)n(C)n1 (stereo unspecified)
  23%, 1%, -1%, 22%, -4%, -6%, 86%[activator], 38%, -4%
> O=C(NCc1ccco1)c1cccc2ccccc12
  6%, -3%, -15%, 18%, 3%, -6%, 14%, 0%, -12%
> CCCCC/C=C\C/C=C\C/C=C\C/C=C\CCCC(=O)O[C@@H](CO)COC(=O)CCCCCCCCCCCCCCCCC
  ., ., -9%, ., 1%, 2%[19.4 µM], 14%[59 µM], 22%&1%, .
> COc1ccccc1N1CCN(CCCCN2C(=O)c3ccccc3C2=O)CC1
  11%[57.1 µM], ., ., 9%[58.9 µM], 0%, 0%[60.1 µM], 74%[activator][12.7 µM], -1%&1%&-8%, -1%[57.1 µM]
> O=S(=O)(NCCCCCCNS(=O)(=O)c1c(F)cccc1F)c1ccc2c(c1)OCCO2
  ., -1%, ., 15%, ., 9%, 22%[2.33 µM], 17%, -11%
> CC(CC(=O)N1CCc2ccccc21)n1cccn1 (stereo unspecified)
  16%, -21%, 3%, 10%, 1%, 0%, -5%, 82%[activator], -1%
> CCNC(=O)CSc1nc2cc(S(=O)(=O)Nc3ccc(OC)cc3)ccc2o1
  78%, -3%, -9%, ?, 0%, -22%, 5%, 9%, -6%
> CCCCC(=O)Nc1sc2c(c1C(N)=O)CCC2
  3%, -29%, -6%, 11%, -3%, -12%, ?, -2%, -6%
> COc1cc(/C=C2/C(C)=C(C#N)c3nc(N)c(C#N)c(C)c32)ccc1OCC(=O)O
  ?, 45µM*, -10%, ?, -8%, 89µM*, ., ?, 18µM*
> COc1ccc(-c2nc3nc(N)nn3cc2C)cc1F
  2%, 1%, -8%, 148%[activator], -1%, 0%, -17%, -5%, 1%

This is a subset. The share of hits here may be higher or lower than overall.
